PAX8 inh HTS – PAX8 transcriptional activity inhibition | RMG-I TPO-luciferase reporter, SteadyGlo, 24 h | inhibition, % at 12.6 µM | 360,000 tested, 1.2% active;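 active = mean replicate inhibition at least 60% with every replicate also reaching 60%; inconclusive = only one of the two criteria is met; inactive = mean below 60% and not all replicates reaching 60%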;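 note: luciferase light reporting Pax8 driven TPO promoter activity; plate controls were median of neutral control wells for no effect and mitoxantrone controls for full effect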
ARNT TACC3 PPI – disrupts binding between human ARNT and TACC3. Q9Y6A5. AlphaScreen His-ARNT PAS-B/GST-TACC3 binding, luminescence; TACC3 fragment carries E629A point mutation. inhibition, % at 9.99 µM. 390,000 tested, 0.66% active. AID 623870;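 active = mean inhibition of replicates at least 50% and at least half of replicates each reaching 50%; inconclusive = half or more replicates reach 50% but mean below 50%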;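 note: 0% = complete ARNT plus TACC3 wells and 100% = ARNT alone without TACC3; many hits fall short of the cut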
DENV2 CPE rescue – DENV2-induced cell death inhibition | 350,000 tested, 1.7% active | CPE inhibition, % at 9.99 µM | DENV2-infected cells, cytopathic effect rescue, plate reader; in the data active = CPE inhibition above about 20%, passing the limit was not always enough; inconclusive = no clear call, values can overlap the other calls; tested in BHK-21 cells;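 note: 0% = median of neutral control wells and 100% = median of positive control wells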
Casp6 inh – blocks human caspase-6 cleavage activity; inhibition, % at 12.5 µM; purified caspase-6, Z-VEID-R110 cleavage fluorescence; 350,000 tested, 0.53% active;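 active = mean inhibition across replicates at least about 35%, with every replicate also reaching that limit, limit read from the data; inconclusive = only one of the two criteria met; inactive = neither criterion met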;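 note: 0% = median of neutral control wells and 100% = no fluorescence left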
Target sequence (P55212 24-179 limits assumed): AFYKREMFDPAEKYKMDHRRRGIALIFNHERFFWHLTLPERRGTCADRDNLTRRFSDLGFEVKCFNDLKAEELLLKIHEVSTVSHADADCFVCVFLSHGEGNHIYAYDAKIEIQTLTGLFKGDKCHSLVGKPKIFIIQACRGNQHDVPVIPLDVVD
Target sequence (P55212 194-293 limits assumed): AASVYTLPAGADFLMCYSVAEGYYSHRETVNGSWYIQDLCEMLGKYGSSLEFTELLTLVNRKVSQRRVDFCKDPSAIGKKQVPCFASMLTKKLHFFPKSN
SIRT5 inh – sirtuin-5 (human) deacylase inhibition; AID 652115; Purified SirT5, succinyl-peptide AMC, trypsin-coupled fluorescence; Q9NXA8; 330,000 tested, 1.1% active; inhibition, % at 15 µM; in the data active = inhibition above about 15%; inconclusive = no clear call, values can overlap the other calls
Target sequence (Q9NXA8 whole entry, looked up): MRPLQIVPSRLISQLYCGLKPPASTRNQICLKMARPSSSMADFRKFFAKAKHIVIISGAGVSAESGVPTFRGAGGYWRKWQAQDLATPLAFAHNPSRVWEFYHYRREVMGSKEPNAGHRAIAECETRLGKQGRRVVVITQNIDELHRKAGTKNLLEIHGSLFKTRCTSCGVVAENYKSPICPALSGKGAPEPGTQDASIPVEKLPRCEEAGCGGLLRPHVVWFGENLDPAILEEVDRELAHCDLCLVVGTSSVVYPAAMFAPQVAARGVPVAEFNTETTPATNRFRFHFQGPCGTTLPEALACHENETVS
LGR2 inh – Drosophila LGR2 receptor signaling inhibition; HEK293 LGR2, CRE-luciferase, bursicon-stimulated, 4 h; inhibition, % at 9.99 µM; 380,000 tested, 0.35% active; AID 720647;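 active = drop in luminescence signal, shown as inhibition above about 50% in the replicate tests, limit read from the data, passing the limit was not always enough; inconclusive = probably only some replicates passing the limit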;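 note: agonist challenge used bursicon conditioned medium at about half maximal strength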
EWS-Fli block – inhibitors of EWS/Fli oncoprotein transcriptional activity. inhibition, % at 12.6 µM. 350,000 tested, 0.67% active. A673 NR0B1-luciferase reporter, viability-normalised. AID 651661;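 active = mean inhibition of at least 50% after viability correction, with every replicate also passing that limit; inconclusive = mean reaches 50% but only one of two replicates passes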;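 note: firefly luciferase signal divided by Alamar Blue viability fluorescence both relative to DMSO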
Active calls of the source: *; ? = inconclusive; · = not tested or not shown.

Structure | ARNT TACC3 PPI | SIRT5 inh | PAX8 inh HTS | EWS-Fli block | DENV2 CPE rescue | Casp6 inh | LGR2 inh
O=C([C@@H]1[C@@H](CO)[C@@H]2Cn3c(cccc3=O)[C@H]1N2C(=O)CC1CC1)N1CCc2ccccc2C1 | · | 1 | · | -2 | 5 | 2 | 0
O=C(COC(=O)Cc1ccc(Cl)c(Cl)c1)Nc1ccc2[nH]c(=O)[nH]c2c1 | -4 | -4 | 5 | -3 | 2 | -1 | 6
CCOc1ccccc1-c1nc(C(N)=O)c2[nH]c(=O)n(-c3ccc(F)cc3)c2n1 | 3 | -3 | 17 | 10 | -7 | -2 | 13
COc1ccccc1CNC(=O)C[C@H]1C=C[C@@H](NC(=O)CC2CC2)[C@@H](CO)O1 | -4 | 2 | 5 | -4 | -3 | 1 | -7
C[C@H](CO)N1C[C@H](C)[C@@H](CN(C)S(=O)(=O)c2cccs2)Oc2ccc(NC(=O)Nc3ccc4c(c3)OCO4)cc2CC1=O | 17 | · | 4 | -3 | -6 | · | -13
COc1ccc(CN(C)C[C@@H]2OCCCC[C@@H](C)Oc3ccc(NC(=O)Nc4ccccc4)cc3C(=O)N([C@@H](C)CO)C[C@@H]2C)cc1 | 1 | · | -3 | 11 | 7 | · | -6
COc1ccc(N(C(=O)c2ccco2)C(C(=O)NC2CCCC2)c2ccccc2)cc1 (stereo not given) | 1 | 3 | 12 | 11 | ? | 2 | -4
COc1cccc(CNc2nc3cc(C(C)=C(C)C)sc3c(=O)n2C)c1 | · | 0 | 7 | 17 | -10 | 1 | -11
O=c1[nH][nH]c(C(F)(F)F)c1/C=N/N1CCOCC1 | · | -6 | 13 | -2 | 8 | 3 | 5
CS(=O)(=O)N(CC(=O)Nc1ccccc1Br)Cc1ccccc1 | -3 | -1 | 16 | 1 | -6 | 1 | 4
Cc1ccc(S(=O)(=O)Nc2ccc3c(c2)C(=O)N([C@H](C)CO)C[C@@H](C)[C@@H](CN(C)C(=O)Cc2ccccc2)OCCCC[C@H](C)O3)cc1 | -1 | 4 | 0 | -9 | -5 | 1 | 5
COc1ccc(S(=O)(=O)Nc2ccc3c(c2)C(=O)N([C@@H](C)CO)C[C@@H](C)[C@@H](CN(C)C(=O)Nc2c(C)noc2C)OCCCC[C@@H](C)O3)cc1 | -5 | 13 | -16 | -7 | 19 | -2 | -7
COc1ccc(NC(=O)CSc2n[nH]c(C(C)C)n2)c([N+](=O)[O-])c1 | 6 | 1 | -12 | -7 | · | -1 | -6
CN(Cc1ccccc1)C(=O)c1cccc(NC(=O)Cc2cccc(NC(=O)C3CCN(C(=O)C4CC4)CC3)c2)c1 | 31 | 1 | -11 | -8 | -4 | 2 | 1
Cc1onc(-c2c(Cl)cccc2Cl)c1C(=O)N(C)Cc1ccccc1 | -4 | -1 | -7 | 9 | 6 | -4 | -12
Cc1ccccc1NC(=O)C1CCCN1S(=O)(=O)c1ccc2c(c1)n(C)c(=O)c(=O)n2C (stereo not given) | 1 | -2 | 11 | 3 | 0 | 0 | -18
COC(=O)[C@]12C[C@H](CC(=O)NCc3cccc(C(F)(F)F)c3)C(=O)N(Cc3ccc4c(c3)OCO4)C1=C[C@H](COCc1ccccc1)O[C@@H]2C | · | · | 31 | 10 | 1 | 2 | 2
C[C@@H]1CCCCO[C@H](CN(C)C(=O)Nc2cccc3ccccc23)[C@@H](C)CN([C@@H](C)CO)C(=O)c2cc(NC(=O)Cc3ccccc3)ccc2O1 | 1 | 8 | 44 | 19 | 4 | 1 | -7
C[C@@H]1CN([C@H](C)CO)C(=O)c2cc(NS(=O)(=O)c3ccc(F)cc3)ccc2O[C@@H](C)CCCCO[C@H]1CN(C)Cc1ccc(C(F)(F)F)cc1 | 9 | 14 | 114* | 65* | -5 | 8 | 15
Cc1ccc(NC(=O)NN(C)c2c(Cl)c(Cl)nn2C)cc1 | · | -2 | 4 | 8 | -2 | 1 | -13
CCCCn1c(N)c(N(CCC(C)C)C(=O)COC(=O)c2sccc2C)c(=O)[nH]c1=O | -1 | -4 | 6 | 3 | -4 | -1 | -5
COc1ccc(C(=O)Nc2ccccc2C(=O)NC(Cc2ccc(O)cc2)C(=O)NNC(=O)c2ccc(C)cc2)cc1 (stereo not given) | · | -2 | 57 | 1 | · | 1 | -23
CC(=O)Nc1ccc(OCC(O)CN2CCN(Cc3ccccc3)CC2)cc1 (stereo not given) | -4 | -1 | · | -3 | 0 | 2 | 8
O=C(CN1C(=O)C(=O)N(C2CCCC2)C1=O)Nc1ccc(Cl)cc1C(F)(F)F | -11 | 2 | -1 | -7 | 1 | 0 | 14
COc1ccc(CN(C)C(=O)C(Cc2ccccc2)NC(=O)c2ccccc2)c(OC)c1OC (stereo not given) | · | -1 | 9 | -4 | 18 | 7 | 11
CC(C)CC#Cc1ccc2c(c1)O[C@H](CN(C)C(=O)Cc1ccccn1)[C@@H](C)CN([C@@H](C)CO)S2(=O)=O | -2 | 0 | · | 14 | 8 | -1 | -15
CC1(C)OC(C(=O)NC2CCCCC2)C(C(=O)NC2CCCCC2)O1 (stereo not given) | -5 | -5 | · | 5 | 7 | 3 | -2
CCOC(=O)C1=C(C)N(CCCC(=O)O)C(=O)NC1c1ccccc1Cl (stereo not given) | · | -12 | -21 | -6 | -2 | 4 | -15
CC(C)C(=O)Nc1ccc2c(c1)C(=O)N(C)[C@@H]1CC[C@H](CC(=O)NC3CCCC3)O[C@@H]1CO2 | · | · | -7 | 5 | · | · | 12
O=C(NN1C(=O)C2C3C=CC(O3)C2C1=O)c1cccc(Br)c1 (stereo not given) | -26 | -3 | 4 | 6 | 5 | 12 | -11
O=[N+]([O-])c1ccc(Nc2cccc(F)c2)nc1 | 21 | 3 | 1 | 3 | -4 | 2 | -26
CCCn1nc(C(=O)OCC(=O)Nc2ncc(Cl)c(C)c2Cl)c2ccccc2c1=O | · | · | -11 | -2 | 10 | 1 | 6
COc1cc(C(O)c2nc(-c3ccccc3C)cs2)ccc1F (stereo not given) | · | · | 6 | 6 | 3 | 1 | -11
CC(NC(=O)COC(=O)/C=C/c1ccc(Cl)cc1)c1ccccc1 (stereo not given) | -3 | -1 | 17 | 12 | 5 | 4 | 3
COc1ccc(CCNC(=O)CCCCCN2C(=O)c3ccccc3C2=O)cc1OC | -1 | -4 | -18 | -8 | 6 | 0 | -11
CN(C(=O)COC(=O)c1c2c(nc3ccccc13)/C(=C/c1cccc([N+](=O)[O-])c1)CCC2)C1CCS(=O)(=O)C1 (stereo not given) | 0 | 2 | 5 | -2 | 4 | 4 | ·
CCc1nc(N2CCN(C(=O)CCl)CC2)c2c3c(sc2n1)CC(C)CC3 (stereo not given) | 2 | -1 | 9 | 10 | 3 | -3 | -27
CC(=O)c1cc(-c2ccccc2)n(CCC(=O)NC2CCCCC2)c1C | -7 | · | 7 | · | · | · | -16
O=C(COC(=O)CCC(=O)c1cccs1)NCc1cccs1 | -8 | 2 | -22 | -13 | -3 | -2 | 1
CN(C)C(=O)c1cccc(-c2ccc3c(c2)[C@H]2[C@H](CCN2S(=O)(=O)c2cn(C)cn2)[C@@H](CO)N3)c1 | 1 | · | 20 | -7 | · | · | -23
Brc1ccccc1-n1nnc(-c2cccnc2)n1 | 1 | · | -86 | -135 | -3 | -4 | -42
CC(C)C#Cc1cnc2c(c1)C(=O)N([C@@H](C)CO)C[C@H](C)[C@H](CN(C)C(=O)c1cccnc1)O2 | -3 | 3 | -16 | -10 | 3 | 0 | 0
CN(C)CCOC(=O)COc1ccc(Cl)cc1 | -1 | 4 | 4 | 8 | ? | -2 | ·
CCCNC(=O)C1(C)CCCN(Cc2cc(-c3ccccc3)nn2C)C1 (stereo not given) | · | -2 | -16 | -2 | -4 | 1 | -1
C[C@@H]1CN([C@@H](C)CO)C(=O)CCCn2cc(nn2)CO[C@@H]1CN(C)Cc1ccc(Cl)c(Cl)c1 | · | · | 21 | 6 | · | · | 9
C[C@H]1CN([C@@H](C)CO)C(=O)c2cc(NC(=O)Cc3cn(C)c4ccccc34)ccc2O[C@H]1CN(C)C(=O)Nc1ccc(C(F)(F)F)cc1 | 3 | 8 | · | -10 | 1 | -3 | 8
C[C@@H]1CCCCO[C@@H](CN(C)C(=O)Nc2ccc3c(c2)OCO3)[C@H](C)CN([C@@H](C)CO)C(=O)c2cc(NC(=O)CCCN(C)C)ccc2O1 | -5 | -2 | -4 | -9 | 4 | -11 | 1
O=S1(=O)CCN(Cc2cccc(C(F)(F)F)c2)CC1 | -16 | 2 | 3 | -2 | · | 2 | 11
CCOC(=O)C1(CCOC)CCN(Cc2nc(-c3cccs3)oc2C)CC1 | · | -1 | -3 | 13 | 15 | -1 | 11
COc1cc(CN2CCNC(=O)C2CC(=O)N2CCCN(C(C)=O)CC2)cc(OC)c1 (stereo not given) | -8 | 1 | 3 | -7 | 0 | -2 | -7
CCNC(=O)COC(=O)c1cc(C)n(-c2ccccc2)c1C | -1 | 1 | -15 | 4 | · | 6 | -19
CCCCn1c(NCc2ccc3c(c2)OCO3)nc2ccccc21 | 15 | -7 | · | · | · | 1 | -3
O=C(NCC[C@H]1CC[C@@H](NS(=O)(=O)c2ccccc2)[C@H](CO)O1)c1cc(Cl)cc(Cl)c1 | 15 | -3 | 11 | -64 | 3 | -2 | -1
Cc1n[nH]c(C)c1S(=O)(=O)N1CCCC(C(=O)NC2CCCc3ccccc32)C1 (stereo not given) | · | · | 33 | 5 | 6 | -3 | 23
COc1cc(OC)cc(C(=O)N2CCN(c3ccccn3)CC2)c1 | -1 | -1 | -4 | 2 | -6 | 2 | 14
COc1cccc(CNC(=O)COC(=O)/C(C#N)=C/c2ccc(N(C)C)cc2)c1 | 0 | 2 | -1 | 15 | 0 | -2 | -6
C=C(C)c1cccc(C(C)(C)NC(=O)NNC(=O)c2ccccc2O)c1 | 2 | -6 | 11 | 7 | 6 | -1 | 5
CC(C)C#Cc1ccc2c(c1)O[C@@H](CN(C)CC1CCCC1)[C@H](C)CN([C@@H](C)CO)S2(=O)=O | 9 | ? | -8 | 38 | -6 | 2 | 16
CN1C(=O)c2cc(NC(=O)c3cccs3)ccc2OC[C@@H]2O[C@H](CC(=O)NCC(F)(F)F)CC[C@@H]21 | -1 | -2 | -5 | -14 | -5 | 0 | -8
O=C(c1ccc(C(F)(F)F)cc1)N1CCC(=O)N([C@H](COCc2ccc(Cl)cc2)Cc2ccccc2)CC1 | · | · | 17 | 13 | -18 | 1 | 12

(cont.)
Structure | ARNT TACC3 PPI | SIRT5 inh | PAX8 inh HTS | EWS-Fli block | DENV2 CPE rescue | Casp6 inh | LGR2 inh
CCCNC[C@@H]1[C@@H](c2ccc(C3=CCCCC3)cc2)[C@@H](CO)N1C(=O)C1CCC1 | · | -8 | · | · | -1 | -1 | -11
CCOC(=O)/C(C#N)=C\c1ccc(OC)c(OC)c1 | 0 | -7 | -12 | 2 | -6 | 3 | 6
Cc1ccc(-c2nnc(SCC(N)=O)n2C)cc1 | 0 | -2 | 12 | 1 | -1 | 0 | 14
CCOCC(=O)Nc1ccc2c(c1)N(S(=O)(=O)c1cccs1)CCC2 | -5 | -1 | -9 | -23 | 13 | 5 | 0
C[C@@H]1CCCCO[C@H](CN(C)C(=O)CCC(F)(F)F)[C@@H](C)CN([C@@H](C)CO)C(=O)c2cc(N(C)C)ccc2O1 | 11 | -5 | 19 | -6 | 6 | 16 | -4
N#Cc1ccccc1Sc1ccccc1C(=O)OCC(=O)NC12CC3CC(CC(C3)C1)C2 | -5 | · | -3 | · | · | · | 3
COc1cc(N/N=C/c2ccccc2O)ncn1 | 63* | · | -92 | · | · | · | -37
Cn1cnnc1SCC(=O)c1cc2ccccc2o1 | 1 | 0 | 12 | 6 | -1 | 0 | -20
